# aSyn rescue: inhibitors of alpha-synuclein toxicity in yeast | AID 652106 | Yeast expressing alpha-synuclein, growth rescue, BacTiter-Glo, 24 h | actives 0.14% (n = 370,000) | Potency, µM (doses to about 46.1 µM), for inactives: top-dose growth rescue (activation), actives largely listed as activators; further: potency means the concentration at half of the fitted maximal effect; % of control where 0% means no effect; nearly all actives have a fitted effect of over 65% in size
#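 Readout is rescue of growth in alpha-synuclein-expressing yeast, so inhibitors of toxicity appear as activators. Growth after 24 hr at 30 deg C in galactose medium is quantified by luminescence.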
# Abeta rescue: restores growth of yeast expressing A-beta42 peptide; Potency, µM (series often up to 46.1 µM), inactives show top-dose growth rescue, actives largely listed as activators; yeast expressing A-beta42, growth rescue, OD600, 48 h; response scale: 0% DMSO, 100% iron-clioquinol control; actives 0.063% (n = 410,000); further: potency means the concentration at half of the fitted maximal effect; nearly all actives have a fitted effect of over 55% in size
#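 Yeast A-beta toxicity model in growth medium with pinned compounds, 48 h at 30 C; growth read as absorbance at 600 nm. Normalized to FeCl3/clioquinol equimolar mix (positive) and DMSO (negative).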
# Akt phos inh: inhibitors of Akt phosphorylation | Neuro2A IGF-stimulated pAkt S473 HTRF, 20 min; active compounds read low | activity change, % for hits at 50 µM | actives 0.32% (n = 360,000) | AID 651550; in the data active means activity change below about -80%; inconclusive means mostly about -51% to -80%; further: on the % scale 0 is the no-effect control and ±100 the full control effect
#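 Single-point screen (50 µM final compound) in Neuro2A cells stimulated 20 min with 6 nM IGF at 37 deg C. After lysis, Ser473-phosphorylated Akt read by HTRF (ex 330 nm, em 615/665 nm) as the 665/615 ratio.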
# GLP-1R inv ag: GLP-1 receptor (human) inverse agonism. HEK293 GLP-1R CRE-luciferase, luminescence, 24 h; GLP-1R form is constitutively active. P43220. actives 1.6% (n = 410,000). Potency, µM (doses to about 38.3 µM), without a hit: at the highest dose activity change, negative = inhibition, actives largely listed as inhibitors; further: potency means the concentration at half of the fitted maximal effect; on the % scale 0 is the no-effect control and ±100 the full control effect; nearly all actives have a fitted effect of over 55% in size
#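 Inverse agonism was detected as reduced cAMP-driven luciferase luminescence after 24 h compound treatment. The cells were HEK293 clones expressing constitutively active human GLP-1R with the reporter. Reporter-only and GPR119 cell lines served as counterscreen controls.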
# FUS yeast rescue: FUS proteinopathy suppression in yeast; actives 0.24% (n = 390,000); Potency, µM (top dose mostly 76.6 µM), inactives show top-dose growth rescue (activation), most hits filed as activators; S. cerevisiae FUS-expressing, growth rescue, OD600, 24 h;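 further: potency means the concentration at half of the fitted maximal effect; plate controls were DMSO vehicle for no effect and reference control for full effect; nearly all actives have a fitted effect of over 55% in size; some results filed as inactive show a strong effect at the top dose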
#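 Steps: raffinose overnight preculture; dilution to OD 0.005 in 2% galactose minimal medium; compound addition (concentration series); 24hr at 30C, 99% humidity; absorbance read at 600 nm.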
# PTHR1 agonist: PTHR1 (human) receptor agonism; Potency, µM (doses to about 115 µM), for the others: at the highest dose activation, most hits filed as activators; AID 743266; actives 0.075% (n = 410,000); Q03431; HEK293 GP2 PTHR1 cells, GloSensor cAMP luminescence, 1 h; further: potency means the concentration at half of the fitted maximal effect; nearly all actives have a fitted effect of over 55% in size; some results filed as inactive show a strong effect at the top dose; inactives centre near -15; many of its hits are not listed in these tables
# Target sequence (Q03431 whole entry, looked up): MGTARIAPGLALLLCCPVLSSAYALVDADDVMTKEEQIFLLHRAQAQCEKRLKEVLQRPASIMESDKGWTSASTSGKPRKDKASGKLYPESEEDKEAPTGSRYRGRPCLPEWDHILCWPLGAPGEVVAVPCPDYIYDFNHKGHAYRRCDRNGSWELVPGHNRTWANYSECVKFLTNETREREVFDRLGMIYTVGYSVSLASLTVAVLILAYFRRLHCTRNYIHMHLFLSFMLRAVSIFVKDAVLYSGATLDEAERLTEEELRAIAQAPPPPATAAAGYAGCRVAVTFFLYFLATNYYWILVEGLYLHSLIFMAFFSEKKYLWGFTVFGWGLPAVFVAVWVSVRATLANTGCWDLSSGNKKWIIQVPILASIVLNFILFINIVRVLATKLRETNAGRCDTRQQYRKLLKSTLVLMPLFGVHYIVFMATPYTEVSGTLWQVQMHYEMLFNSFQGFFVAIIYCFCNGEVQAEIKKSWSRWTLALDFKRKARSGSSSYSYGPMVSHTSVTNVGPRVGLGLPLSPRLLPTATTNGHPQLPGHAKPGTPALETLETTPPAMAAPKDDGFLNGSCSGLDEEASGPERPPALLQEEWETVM
#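 HEK-293-derived GP2 cells expressing PTHR1 and a GloSensor cAMP reporter, 3,000/well, plated overnight, given luciferin plus IBMX (each 0.5 mM as added) for 1 h at 37 °C, then compound for 1 h at 37 °C. Luminescence was read after 15 min at room temperature.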
# MmCpn inh: inhibitors of Methanococcus maripaludis chaperonin (MmCpn); purified Mm-Cpn ATPase, ADP Transcreener TR-FRET; Potency, µM (titrated, usually from 76.9 µM), for inactives: at the highest dose activity, negative = inhibition, usual class: inhibitors; actives 0.031% (n = 330,000); AID 504842; further: potency means the concentration at half of the fitted maximal effect; on the % scale 0 is the no-effect control and ±100 the full control effect; nearly all actives have a fitted effect of over 80% in size
#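 Purified archaeal Mm-CPN (25nM final) preincubated 10 min at 37degC with compound, then 10uM ATP for 30 min at 37degC; ADP measured by HTRF Transcreener TR-FRET; buffer 30 mM TRIS pH 7.4, 100mM KCl, 5mM MgCl2, 1mM DTT.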
# GLP1R cytotox: cytotoxic in the GLP-1 receptor inverse agonist counter-screen; HEK293 cAMP-luciferase reporter cells, luminescence, 24 h; Potency, µM (highest dose often 38.3 µM), inactives show at the highest dose activity change, negative = inhibition, hits mostly inhibitors; actives 0.13% (n = 410,000);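 further: loss of luciferase light is scored as toxicity; potency means the concentration at half of the fitted maximal effect; on the % scale 0 is the no-effect control and ±100 the full control effect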
#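 Quantitative HTS format, 1536 wells, 200 cells/uL seeded. Compounds: 23 nL, 24 h, 37 °C. Detection: luciferase reagent, luminescence at 12 min RT; decreased signal taken as cytotoxic.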
# TDP43 rescue: TDP-43 toxicity inhibition in yeast; TDP-43 expressing yeast growth rescue, BacTiter-Glo, 24 h; actives 1.8% (n = 410,000); Potency, µM (top dose mostly 46.1 µM), without a hit: top-dose growth rescue (activation), hits mostly activators; further: potency means the concentration at half of the fitted maximal effect; % of control where 0% means no effect; nearly all actives have a fitted effect of over 50% in size
#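 Yeast cells expressing TDP-43 under galactose induction are exposed to compounds for 24 hr at 30 deg C. BacTiter-Glo luminescence measures growth, so protective compounds score as activators.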
# Numbers without * were called inactive; i = inactive; ? = inconclusive; / = not tested or not shown; [ ] = another dose, or the depositor's remark. Unless noted, the call rests on the fitted dose curve; in most records, active means well fitted curve in the direction sought with a large enough effect; inconclusive means small, poorly fitted or top-dose-only effect, or another doubt; inactive means no such curve, though single readings can be large; an effect the other way counts as inactive or inconclusive.
compound,aSyn rescue,Abeta rescue,Akt phos inh,GLP-1R inv ag,FUS yeast rescue,PTHR1 agonist,MmCpn inh,GLP1R cytotox,TDP43 rescue
O=C(Nc1cccc(C(=O)O)c1)/C(=C\c1ccco1)NC(=O)c1ccccc1,-1%,3%,i,18%,28%,i,-1%,0%,-13%
Cc1ccc2sc(-c3ccc(N)cc3)nc2c1,/,-54%[inhibitor],/,?,-7%,-1%,/,-2%,?
Cc1cc(C)c2c(n1)nn1c(C)c(CCC(=O)Nc3cccc(C)c3C)c(C)nc21,/,-2%,/,6%,-13%,-33%[inhibitor],/,1%,5%
Cc1nc2ccccc2n1CSc1ccccc1,3%,9%,i,?,11%,-23%,0%,0%,2%
CCC(=O)NC(=S)Nc1cccc(NC(=O)c2ccc(Cl)cc2Cl)c1,9%,12%,i,-23%,-7%,-16%[57.5 µM],-1%,-17%,20%
O=C(CN1C(=O)NC(Cc2c[nH]c3ccccc23)C1=O)Nc1cccc(S(=O)(=O)N2CCCC2)c1 (configuration not stated),-1%,7%,i,-16%[7.66 µM],?,i,4%,18%[7.66 µM],-25%
O=C(O)c1ccc(Sc2nnc3ccccn23)c([N+](=O)[O-])c1,-2%,-5%,i,16%,33%,-4%,-1%,3%,-12%
CCCC(c1nnnn1C(C)(C)C)N1CCN(C(=O)c2ccco2)CC1 (configuration not stated),3%,10%,i,4%,8%,-18%,0%,-4%,-6%
COC(=O)C[C@@H]1C[C@@H]2c3cc(NS(=O)(=O)c4ccccc4)ccc3O[C@@H]2[C@@H](CO)O1,2%,7%,i,10%,-9%,i,/,1%,0%
Cc1ccc(C2CCN(C(=S)NC3CCCCC3)C2)cc1 (configuration not stated),10%,?,i,?,12%,-21%,-1%,?,0%
O=C(NCc1ccccc1)NCC12CC3CC(CC(C3)C1)C2,1%,14%,i,?,-4%,-11%,0%,-1%,-5%
COc1cc(C(=O)NC(C)c2ccc(S(N)(=O)=O)cc2)ccc1OCC(=O)N1CCOCC1 (configuration not stated),6%,-11%,i,10%,/,i,0%,-3%,-7%
CN(C)S(=O)(=O)c1cccc(NC(=O)CCc2nc3cc(S(=O)(=O)N4CCOCC4)ccc3n2C)c1,-10%,-21%,i,11%,41%,-19%,1%,0%,-1%
Cc1ccc(C)c(OCC(=O)N(C)CC(=O)Nc2ccc(Cl)c(C(F)(F)F)c2)c1,-5%,2%,i,?,-1%,-32%[inhibitor],1%,2%,7%
CC(NC(=O)C1CCN(S(=O)(=O)c2ccc3c(c2)oc(=O)n3C)CC1)c1ccccc1 (configuration not stated),/,3%,/,-5%,-13%,-12%,/,-18%,8%

# Continuation.
compound,aSyn rescue,Abeta rescue,Akt phos inh,GLP-1R inv ag,FUS yeast rescue,PTHR1 agonist,MmCpn inh,GLP1R cytotox,TDP43 rescue
CCOC(=O)CC(C)(C)/C(C)=N/Nc1ccc([N+](=O)[O-])cc1[N+](=O)[O-],0%,5%,i,-25%,1%,-82%[inhibitor],1%,-1%,19%
Cc1nc(NC(=O)/C=C/c2ccccc2)sc1C(=O)Nc1ccccc1,-3%,-8%,i,5%,31%,i,-2%,9%,-12%
O=C(N/C(=C/c1cccc(Br)c1)C(=O)N1CCOCC1)c1ccco1,3%,15%,i,13%,-8%,-36%[inhibitor],/,-15%,18%
COC(=O)c1c(C(=O)OC)c(-c2ccc(Br)cc2)n2c1CS(=O)C2 (configuration not stated),-5%,0%,i,7%,13%,-4%,1%,1%,-13%
CCc1ccc(C(=O)Nc2ccc3nc(C)ccc3c2)cc1,-8%,-10%,i,?,-3%,-69%[inhibitor],2%,-22%,6%
c1ccc(-n2nnnc2Oc2ccc(-n3ccnc3)cc2)cc1,-13%,6%,i,1%,10%,-18%[57.5 µM],?,-8%,-7%
COc1ccc(Cl)cc1NC(=O)COC(=O)Cc1cc(OC)c(OC)c(OC)c1,5%,1%,i,-10%,4%,-1%,1%,-11%,6%
COc1ccc(NC(=O)CC2C(=O)Nc3ccccc3N2CC(=O)N2CCCC2)cc1 (configuration not stated),1%,19%,i,7%,8%,9%,?,6%,13%
O=C1c2ccccc2-c2cccc(C(=O)N3CCCCCC3)c21,1%,7%,i,-27%,-4%,-23%,2%,25%,-4%
CC(=O)Nc1ccc(S(=O)(=O)Nc2nnc(C(C)C)s2)cc1,-4%,6%,i,6%,12%,i,2%,-9%,-3%
CCCSc1nc2c(c(=O)[nH]c(=O)n2C)n1CCc1ccccc1,6%,-21%,i,24%,-5%,-3%,0%,20%,-3%
Cc1cccc(OCC(=O)Nc2cccc(-c3nnc(-c4ccccc4)o3)c2)c1C,4%,7%,i,-21%,5%,-6%[57.5 µM],-2%,-19%,-1%
C(=N\Nc1ccccn1)/c1c[nH]c2ccccc12,10%,-13%,i,?,8%,i,-4%,-21%,-12%[1.82 µM]
CSc1nnc(CNC(=O)c2ccccc2)n1-c1cccc(C)c1,-1%,-17%,i,8%,-18%,12%,0%,3%,7%
O=C1[C@H]2[C@@H](c3ccc(C(F)(F)F)cc3)N[C@]3(CCCN(Cc4ccc(C(F)(F)F)cc4)C3=O)[C@H]2C(=O)N1Cc1ccccc1,?,?,i,4.5µM*,38%,-20%,/,3%,?

# Additional structures
compound,aSyn rescue,Abeta rescue,Akt phos inh,GLP-1R inv ag,FUS yeast rescue,PTHR1 agonist,MmCpn inh,GLP1R cytotox,TDP43 rescue
N#Cc1cccc(NC(=O)CN2CCCCCC2)c1,0%,-7%,i,-13%,-14%,i,0%,14%,-16%
COc1ccc(NC(=O)c2c(C)nn(Cc3ccccc3)c2Cl)cc1S(=O)(=O)N1CCOCC1,-9%,4%,i,-9%,26%,-87%[inhibitor],-2%,-7%,-17%
O=C(Nc1cccc2ccccc12)N1CCN(Cc2ccc3c(c2)OCO3)CC1,-6%,5%,i,-9%,20%,i,0%,-3%,-24%
CCc1nc(CNC(=O)C2CCC(=O)N(CCc3cccc(F)c3)C2)no1 (configuration not stated),1%,-3%,i,-3%,/,-9%,-1%,0%,-13%
O=C(Oc1cccc([N+](=O)[O-])c1)c1cc(-c2ccccc2)nc2ccccc12,6%,-10%,/,6%,33%,i,-1%,-25%,-16%
CC(=O)c1c(C(C)=O)c(C)n(-c2nc(-c3ccc(Br)cc3)c(C)s2)c1C,-17%,-2%,i,12%,4%,-32%[inhibitor],-1%,-21%,?
CCCC(C(=O)Nc1ccc(S(=O)(=O)N2CCCC2)cc1)c1ccccc1 (configuration not stated),11%,11%,i,?,?,-9%,-3%,-19%,29%
Cc1oc2ncnc(N3CCOCC3)c2c1C(=O)NCc1ccc(Cl)cc1,/,-15%,/,-19%,2%,-9%,/,1%,22%
CCOC(=O)C1C(=O)CC(C)(O)C(C(=O)OCC)C1c1ccc2c(c1)OCO2 (configuration not stated),-4%,-8%,i,18%,14%,i,/,8%,7%
CC(C)(C)NC1=NCCNC(c2ccccc2)=C1,-6%,-8%,i,12%,-4%,i,/,17%,11%
O=C(NNc1ccc([N+](=O)[O-])cc1[N+](=O)[O-])c1ccco1,-36%[inhibitor],-35%[inhibitor],i,-18%,-19%,-17%,?,10µM*,-30%
Cc1c(NS(=O)(=O)c2cc(C(=O)NCCN(C)C)ccc2Cl)c(=O)n(-c2ccccc2)n1C,-5%,16%,i,2%,13%,-16%,1%,1%,-5%
COc1ccc2c(=O)c(C(=O)NCCc3ccc(OC)c(OC)c3)c[nH]c2c1,1%,1%,i,1%,17%,-64%[inhibitor],0%,4%,9%
CCN(CC)CCCNC(=S)N(CCCO)Cc1cc2cc3c(cc2[nH]c1=O)OCO3,-6%,-13%,i,5%,-6%,-7%,2%,12%,-16%
O=C(c1nsnc1-c1ccccc1O)N1CCCCC1,-1%,-5%,i,-15%,4%,-10%,0%,-6%,-11%

# Compound activity (PubChem)

# Only part of the results is shown; the hit share may differ from the screen's.
